Screens: PubChem BioAssay, University of Kansas High Throughput Screening Laboratory
Pf apPOL block – Pf-apPOL DNA polymerase inhibition | Recombinant Pf-apPOL, molecular beacon fluorescence, 1.5 h | AID 1794808 | hit rate 0.25% among 210,000 | inhibition, % at 10 µM
mHTT-CaM PPI inh – inhibitors of human mutant huntingtin-calmodulin interaction; AlphaScreen His-mHTT/GST-CaM binding, luminescence; inhibition, % at 15 µM; hit rate 3.6% among 190,000; AID 1671202;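 also: 0% = both proteins with DMSO and 100% = one protein alone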
* marks the source's active call; other numbers are inactive results; x = not tested or not shown; & = joins results of further samples. Rule as the data show it: active = inhibition above about 50%; inactive = the rest. An excerpt; count on the stated rates, not on these rows.

SMILES	Pf apPOL block	mHTT-CaM PPI inh
CCC(=O)N1N=C2c3cc(OC)ccc3CCC2C1c1ccccc1[N+](=O)[O-] (configuration not stated)	-4	8
C=CCN(CC=C)Cc1c(C)[nH]c2ccccc2c1=O	-4	0
COc1ccc(Br)c(-c2nc(Cc3ccccc3Cl)no2)c1	-2	-92
Cc1nn2c(CNC(=O)Cc3cccc(Cl)c3)c(C)nc2s1	0	2
CCC(=O)Nc1cc(-c2nc3cc(C)cc(C)c3o2)ccc1C	-3	0
CC1(C)Cc2ccccc2-c2nnc(-c3ccc4ccccc4n3)n21	-1	-1
CCc1cccc(CC)c1NC(=O)CCN1C(=O)c2ccccc2C1=O	-3	1
COc1ccc(CNC(=O)CCc2nc3ccccc3n(Cc3ccccc3Cl)c2=O)cc1	-5	22
COc1ccc(CC(=O)Nc2ccc3c(c2)OCO3)cc1	-4	3
CC(C)c1c(C2CCN(C(=O)Cc3cccs3)CC2)noc1N	-5	-4
C=CCSc1nnc2c(n1)OC(CC)N(C(C)=O)c1ccccc1-2 (configuration not stated)	-27	2
O=C(NC1CCCC1)c1csc(-c2ccnc(N3CCCCC3)c2)n1	0	-12
CCOC(=O)C(NC(=O)N1CCc2cn(C)c3cccc(c23)C1)C(C)C (configuration not stated)	-4	4
Cc1ccc(C)c(NC(=O)c2cc(S(=O)(=O)N3CCCC3)ccc2F)c1	-3	-1
COc1ccc(Cl)cc1NC(=O)c1cc2c(=O)n3cccc(C)c3nc2s1	3	-5
CCCNC(=O)C1(O)c2cc(Br)ccc2NC(=O)N1c1ccc(OCC)cc1 (configuration not stated)	-8	3
COc1ccc(C(=O)N2CCN(c3cccc(C)c3C)CC2)cc1[N+](=O)[O-]	-5	2
O=C(Nc1ccccc1F)C1CCc2sc(C(=O)N3CCCC3)cc2C1 (configuration not stated)	-6	2
N#C/C(=C\c1ccco1)c1nc(-c2cc3cc(Br)ccc3oc2=O)cs1	-21	1
CCCC1c2cccn2CCN1C(=O)Nc1cc(OC)cc(OC)c1 (configuration not stated)	-2	14
O=C(CCSc1nc2ccccc2o1)Nc1ccc(Br)cc1	0	-2
Cc1nnc(-c2nnc(NC3CCCCC3)c3ccccc23)o1	2	13
COc1cc(NC(=O)Cn2nc([N+](=O)[O-])cc2C)c(OC)cc1Cl	18	7
COCCOC(=N)/C(C#N)=C/Oc1ccc(F)cc1	x	-4
COc1cc(NC(=O)C2CCN(c3nccnc3Oc3cccc(C)c3)CC2)cc(OC)c1	-4	10
Cc1c(-c2ccccc2)c(=O)oc2cc(OCC#N)ccc12	-2	-5
N#Cc1c2c(c(Cl)n3c1nc1ccccc13)CCC2	3	-2
Cc1ccccc1CC(=O)Nc1cc(-c2ccsc2)no1	-3	-8
Cc1c(NC(=O)CN(c2cccc([N+](=O)[O-])c2)S(C)(=O)=O)c(=O)n(-c2ccccc2)n1C	-2	5
Cc1ccc(N(C)C(=O)c2cccn2Cc2noc(C)n2)cc1	-4	3
Cc1cccc(-n2nnc(C(=O)NCc3cccs3)c2N)c1	-2	-5
Cc1cc(C(=O)Nc2nc(-c3ccccn3)cs2)on1	-242	100*
Cc1cccc(NC(=O)C2=CC3C=CC=CC3OC2=O)c1C (configuration not stated)	0	-1
O=C(OC1CCCCC1)c1cc2cc(Br)ccc2oc1=O	-3	0
c1ccc(CN2CCN(Cc3ccncc3)CC2)cc1	0	-3
Cc1ccc(N(C(=O)COc2ccc(C(C)C)cc2)C2C=CS(=O)(=O)C2)cc1 (configuration not stated)	3	9
CCc1cccc(C)c1NC(=O)c1ccc(C)c(Cl)c1	8	-2
O=C(Nc1ccc(Cl)cn1)c1cccc(S(=O)(=O)Nc2ccc(Cl)cn2)c1	3	3
CC(=O)NCCc1csc(C2CCCN(C(=O)c3ccc(F)c(Cl)c3)C2)n1 (configuration not stated)	0	4
Cc1ccc(N=C2SC(C(=O)NCCc3ccccc3)CC(=O)N2C)cc1C (configuration not stated)	-6	12
O=C(NCc1ccccc1F)C1CCCN(C(=O)Cc2cccc3ccccc23)C1 (configuration not stated)	4	3
CN(Cc1ccccc1)C(=O)C1(c2ccc(NC(=O)C3CC3)cc2)CCCCC1	-4	15
Nc1c2c(-c3ccc(F)cc3)nc(N3CCCC3)nc2nn1-c1ccccc1	3	27
Cc1cccc(C(=O)NC2(C(F)(F)F)C(=O)Nc3c2c(=O)[nH]c(=O)n3-c2ccccc2)c1 (configuration not stated)	-3	3
C=CCNC(=O)c1c(NC(=O)c2ccccc2F)sc2c1CCCCC2	2	1

Entries of single compounds, looked up by structure. Order of screens: Pf apPOL block	mHTT-CaM PPI inh
`Cc1cccc(C(=O)NC2(C(F)(F)F)C(=O)Nc3c2c(=O)[nH]c(=O)n3-c2ccccc2)c1` (configuration not stated) across the screens: -3	3
`CC(=O)NCCc1csc(C2CCCN(C(=O)c3ccc(F)c(Cl)c3)C2)n1` (configuration not stated) across the screens: 0	4

(cont.)
SMILES	Pf apPOL block	mHTT-CaM PPI inh
CCc1ccc(CN2C(=O)CCC2(C)C(=O)NC2CCCC2)cc1 (configuration not stated)	-6	-5
COc1cccc(C=C2Oc3c(ccc(O)c3CN3CC(C)CC(C)C3)C2=O)c1OC (configuration not stated)	-12	23
COc1cc2nc(NC(=O)Nc3cccs3)sc2cc1OC	11	9
Cc1cccc(C(C)C)c1NS(=O)(=O)c1cc(Cl)ccc1Cl	-5	-8
Oc1ccc(Cl)cc1C=NCc1cccs1	-2	x
Cc1c(Cl)c([N+](=O)[O-])nn1CCCC(=O)N1CCN(c2ccccc2)CC1	4	0
O=C(CSc1nc2ncccc2[nH]1)Nc1ccc(OC(F)(F)Cl)cc1	-5	3
CSc1ccsc1C1=NC(C)(C)CO1	2	x
O=C1CCCN2N=C(SCC(=O)Nc3cccc(C(F)(F)F)c3)SC2=N1	2	2
COc1ccc2oc(=Nc3ccc(C)cc3)c(C(N)=O)cc2c1	0	18
Cc1cccc(CNC(=O)C2CCCN(c3ccc(N4CCOCC4)nn3)C2)c1 (configuration not stated)	-4	-5
CCN(CC)C(=O)C1CCc2nc(N3CCN(C(=O)C4CCC4)CC3)sc2C1 (configuration not stated)	0	-2
COCc1nnc(NC(=O)COc2ccc(Br)cc2C(C)(C)C)s1	1	-6
Cc1ccc(-c2nc(C=Nc3cc([N+](=O)[O-])ccc3Cl)c(O)o2)cc1	-2	2
CCc1ccccc1NC(=O)CN1CCC2(CC1)N=C(c1cccc(F)c1)C(=O)N2	3	47
Fc1cccc(-c2noc(-c3ccc(NCc4ccccc4)nc3)n2)c1	-3	-4
Cn1cccc(C(=O)Nc2ccc(CC(=O)NCC(F)(F)F)cc2)c1=O	-1	-1
COc1ccc(N=C2NC(=O)/C(=C\c3ccc(OC)c(OC)c3)S2)cc1	-8	1
O=C1CCc2cc(NC(=O)c3ccc4nsnc4c3)ccc2N1	-4	-14
FC(F)(F)C1CC(c2ccco2)Nc2ncnn21 (configuration not stated)	-6	3
O=C1CSC(c2cccc(Cl)c2Cl)N1c1ccc(F)cc1 (configuration not stated)	1	-5
Cc1cccc(S(=O)(=O)N2CC3CN(C(=O)C4CCCO4)CC(C2)O3)c1 (configuration not stated)	-3	-4
CCN(CC)CCCNc1ncnc(N)c1[N+](=O)[O-]	-1	-2
CCCCN(C)C(=O)NC1(C(F)(F)F)Oc2ccccc2O1	-4	-2
CCOc1ncccc1CNC(=O)c1sccc1C	3	-13
Cc1ccc(C2C3=C(CC(c4ccccc4)CC3=O)Nc3nc(C(F)(F)F)nn32)cc1 (configuration not stated)	-2	-2
CCCNC(=O)N1c2ccccc2Sc2ccccc21	-6	-1
COCc1nc(C)nc(N2CCN(C(C)=O)CC2)c1Cc1cc(C)ccc1C	-3	0
O=C(NCc1ccc(F)cc1F)c1ccc2ncnc(N3CCCCC3)c2c1	1	-4
Cn1nc(-c2nc(Cc3ccccc3)no2)c2c1CCN(C(=O)c1ccco1)C2	0	23

Given with two lines to a compound: 3 of the compounds above
Below each SMILES: Pf apPOL block | mHTT-CaM PPI inh
> O=C1CCc2cc(NC(=O)c3ccc4nsnc4c3)ccc2N1
    -4 | -14
> FC(F)(F)C1CC(c2ccco2)Nc2ncnn21 (configuration not stated)
    -6 | 3
> O=C1CSC(c2cccc(Cl)c2Cl)N1c1ccc(F)cc1 (configuration not stated)
    1 | -5

Three successive entries already listed:
SMILES	Pf apPOL block	mHTT-CaM PPI inh
FC(F)(F)C1CC(c2ccco2)Nc2ncnn21 (configuration not stated)	-6	3
O=C1CSC(c2cccc(Cl)c2Cl)N1c1ccc(F)cc1 (configuration not stated)	1	-5
Cc1cccc(S(=O)(=O)N2CC3CN(C(=O)C4CCCO4)CC(C2)O3)c1 (configuration not stated)	-3	-4

(list continues)
SMILES	Pf apPOL block	mHTT-CaM PPI inh
CCc1nc2c(sc3nc4c(cc32)COC(C)(C)C4)c(=O)n1Cc1ccco1	-10	6
COc1nn(C)cc1C(=O)Nc1nc(-c2nc3ccccc3s2)cs1	-1	6
Cn1c2ccccc2c(=O)c2cc3c(cc21)c(=O)c1ccccc1n3C	7	-3
N#C/C(=C\C=C\c1ccccc1)c1nc(-c2ccc3c(c2)OCO3)cs1	1	-12
Cc1ccc(N2C3=C(C(=O)CC(C)(C)C3)C(c3cn(C)nc3C)C3=C2CC(C)(C)CC3=O)cc1	8	29
O=C(CSc1nc2ccccc2c(=O)n1C1CCCC1)c1ccc(Cl)cc1	-7	-6
CSc1nc(C(C)C)ccc1CNC(=O)CC(C)c1ccccc1 (configuration not stated)	6	-12
O=C(Nc1ccc(-c2ccc3nnc(-c4ccncc4)n3n2)cc1)c1cccc([N+](=O)[O-])c1	4	0
COc1ccc(-c2nc(COc3ccc(Cl)cc3Cl)no2)cc1	-6&4	x
COc1ccccc1NC=CC(=O)c1ccc(C)cc1	0	-37
Cn1cccc1C(CNC(=O)C(=O)Nc1cc2c3c(c1)CCN3C(=O)CC2)N1CCCC1 (configuration not stated)	-5	-10
COc1ccc(-n2nc3c(c2NC(=O)c2ccccc2SC(F)F)CSC3)cc1	3	28
O=C1CCCC2=C1C(c1ccccc1)C1C(=O)c3ccccc3C1=N2 (configuration not stated)	4&0	37&9
Cc1ccc(N=C2C(=O)Nc3ccc(C)c(Br)c32)cc1	-3	9
O=C(CN1C(=O)S/C(=C\c2c(Cl)cccc2Cl)C1=O)Nc1cc([N+](=O)[O-])ccc1O	-19	61*

Pulled by compound from the entries so far, 2 records:
SMILES	Pf apPOL block	mHTT-CaM PPI inh
FC(F)(F)C1CC(c2ccco2)Nc2ncnn21 (configuration not stated)	-6	3
COc1cccc(C=C2Oc3c(ccc(O)c3CN3CC(C)CC(C)C3)C2=O)c1OC (configuration not stated)	-12	23

Following part
SMILES	Pf apPOL block	mHTT-CaM PPI inh
COc1ccc(C=C2Oc3cc(OC(=O)c4c(OC)cccc4OC)ccc3C2=O)c(OC)c1OC	-10	8
Cc1onc(-c2ccccc2F)c1C(=O)N(C)CC#N	0	-1
Clc1cc(Cl)c(-c2sc(Cl)cc2Cl)s1	1	x
Cc1ccc(-c2c(C(=O)NCC3CCCO3)oc(=O)c3ccccc23)cc1 (configuration not stated)	-1	6
CC1CCN(c2cc(N3CCN(C(=O)c4cccc(F)c4F)CC3)c([N+](=O)[O-])cc2F)CC1	0	7
COc1ccc(CC(=O)N2CCN(c3cccc(Cl)c3)CC2)cc1	-5	-10
Cc1ccc(C)c(NCC(=O)Nc2c(C)cccc2C)c1	-6	6
O=C(CSc1ncnc2c1[nH]c1ccccc12)N1CCc2ccccc2C1	-1	0
CC(C)CN1CCN(C(=O)CCC2CCN(c3cc(NC4CC4)ncn3)CC2)CC1	-2	3
O=C(NCC(c1cccc2ccccc12)N1CCCC1)C(=O)Nc1ccncc1 (configuration not stated)	-5	25
CSc1ccc(CCNC(=O)c2ccc3c(c2)nc2n3CCC(C)C2)cc1 (configuration not stated)	-3	-1
O=C(NN=Cc1ccc(O)cc1)NN=Cc1ccc(O)cc1	9	x
CCOC(=O)c1c(S(=O)(=O)Nc2ccc(Cl)cc2)c(C)n(-c2ccccc2)c1C	-9&-2	x
CCc1noc(C2CCCCN2C(=O)c2c[nH]c3ccccc23)n1 (configuration not stated)	6	9
c1cc(CSC2=NCCS2)nc(CSC2=NCCS2)c1	-2	x
COc1ccc(C=C2Oc3cc(C)cc(O)c3C2=O)cc1	4	38
COc1ccc(NC(=O)COc2ccc(Cl)cc2)cc1Cl	-1	-6
Cc1onc(-c2ccccc2Cl)c1C(=O)NC1CC(=O)N(C2CC2)C1 (configuration not stated)	-3	-18
CC(C)Oc1ccccc1OCCNCc1ccco1	-6	-1
Cc1nc2cccnc2n1C1CCN(C(=O)c2cc3c(s2)CCCC3)C1 (configuration not stated)	5	7
CCCOc1ccc(-c2nc3s/c(=C\c4ccccc4[N+](=O)[O-])c(=O)n3n2)cc1	-1	0
Clc1cccc(Cl)c1-c1nnc2cccc(Cl)n12	0	7
O=C(Oc1ccc2c(c1)OC(=Cc1ccco1)C2=O)c1ccccc1	-1	9
CC(=O)c1cccc(NC(=O)c2cccc(S(=O)(=O)N3CCOCC3)c2)c1	9	2
CCN1c2ccc(C)cc2C(=O)NC12CCN(C(=O)c1ccccc1F)CC2	-2	-9
Cc1cc(C(=O)Nc2ccc(-c3nc4ccccc4o3)c(O)c2)ccc1[N+](=O)[O-]	2	1
O=C(CSCc1ccc(Cl)cc1)Nc1ccc(O)cc1C(=O)O	3	3
O=C1OC(c2ccc([N+](=O)[O-])cc2Cl)=N/C1=C\c1cccc(Cl)c1	-3	2
CNC(=O)c1cc2c(=O)n3ccccc3nc2n(Cc2cccnc2)c1=N	9	3
O=c1[nH]c(=O)n(-c2cccc(F)c2)c(O)c1C=C1C=Nc2ccc(Br)cc21	3	6
Nc1c(C(=O)NCc2ccco2)nnn1-c1ccc2c(c1)OCCO2	-3	11
CCOc1nc(N)nc(NC)n1	7	x
O=C(CN1CCCC1)Nc1c2c(nc3c1CCC3)CCC2	-10	2
COCc1cccc(NC(=O)c2cccc(Br)c2)c1	54*	-11
Cc1cccc(NC(=O)Cn2ccc3sccc3c2=O)c1	0	-4
